Screening data from PubChem.
N370S GC = N370S glucocerebrosidase modulation, Gaucher chaperone candidate | P04062 | N370S GC spleen homogenate, 4MU-glucoside fluorescence | Potency, µM (titrated, usually from 59.4 µM), without a hit: at the top dose activity change, negative = inhibition, actives largely listed as inhibitors | hit rate 0.092% among 330,000;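 note: 0% = full enzyme activity and -100% = no enzyme basal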
TDP1 block = inhibitors of human tyrosyl-DNA phosphodiesterase TDP1; hit rate 0.28% among 350,000; recombinant TDP1, AlphaScreen DNA substrate cleavage; Q9NUW8; Potency, µM (titrated, usually from 130 µM), without a hit: at the highest dose activity change, negative = inhibition, actives largely listed as inhibitors; AID 485290; note: nearly all actives have a fitted effect of over 40% in size
Target sequence (Q9NUW8 whole entry, looked up): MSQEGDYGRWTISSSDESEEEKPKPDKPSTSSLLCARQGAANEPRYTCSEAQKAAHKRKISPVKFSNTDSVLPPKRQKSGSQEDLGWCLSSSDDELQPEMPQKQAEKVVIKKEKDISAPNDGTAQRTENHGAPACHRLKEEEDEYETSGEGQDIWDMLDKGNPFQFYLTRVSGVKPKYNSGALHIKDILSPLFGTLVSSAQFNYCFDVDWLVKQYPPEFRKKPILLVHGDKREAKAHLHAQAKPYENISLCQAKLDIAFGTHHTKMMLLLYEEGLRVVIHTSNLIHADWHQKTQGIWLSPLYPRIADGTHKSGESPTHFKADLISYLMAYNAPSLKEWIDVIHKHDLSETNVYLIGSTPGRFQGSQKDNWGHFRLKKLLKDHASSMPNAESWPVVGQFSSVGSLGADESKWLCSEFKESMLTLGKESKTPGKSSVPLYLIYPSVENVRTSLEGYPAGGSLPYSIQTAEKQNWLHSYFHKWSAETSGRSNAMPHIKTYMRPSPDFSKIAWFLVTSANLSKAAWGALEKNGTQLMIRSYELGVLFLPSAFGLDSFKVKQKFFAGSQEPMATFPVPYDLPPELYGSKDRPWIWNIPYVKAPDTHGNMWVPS
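Tdp1 1 nM final; 15 min RT w/ cpd; substrate 15 nM, 5 min; beads 10 ug/ml, 10 min; AlphaScreen read. Neg ctrl: no enzyme.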
FEN1 inhibitor = human FEN1 inhibition. P39748. Recombinant FEN1 flap cleavage, fluorescence, 15 min. Potency, µM (top dose mostly 114 µM), for the others: top-dose activity change, negative = inhibition, usual class: inhibitors. hit rate 0.35% among 390,000. AID 588795; note: nearly all actives have a fitted effect of over 65% in size
Target sequence (P39748 whole entry, looked up): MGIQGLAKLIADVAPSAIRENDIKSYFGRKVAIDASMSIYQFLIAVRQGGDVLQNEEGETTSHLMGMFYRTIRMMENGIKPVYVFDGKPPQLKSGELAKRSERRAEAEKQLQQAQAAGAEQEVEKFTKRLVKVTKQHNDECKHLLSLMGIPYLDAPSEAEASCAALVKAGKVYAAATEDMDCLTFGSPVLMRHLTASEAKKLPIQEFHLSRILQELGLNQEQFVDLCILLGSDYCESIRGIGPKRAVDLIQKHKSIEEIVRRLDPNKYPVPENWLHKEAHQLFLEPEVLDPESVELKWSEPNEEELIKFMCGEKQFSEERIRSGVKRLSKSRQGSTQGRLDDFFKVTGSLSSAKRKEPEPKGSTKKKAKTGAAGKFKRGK
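Potency values derive from four-parameter Hill fits of normalized qHTS data. The reaction used 10 nM FEN1 preincubated 15 min at room temperature with compound, then 50 nM DNA substrate, read at 0 and 15 min.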
Starred values were filed as active, the others as inactive; ? = inconclusive; nt = not tested or not shown; & = joins results of further samples; [ ] = remark or other dose. Calls come from the whole dose curve; as a rule, active = well fitted curve in the direction sought with a large enough effect; inconclusive = small, poorly fitted or top-dose-only effect, or another doubt; inactive = no such curve, though single readings can be large; an effect the other way counts as inactive or inconclusive. Unless noted, % is set by controls: 0 for no effect and ±100 for the full control effect; potency is the fitted concentration of half-maximal effect. Rows were taken by chance (roughly 0.57% active in at least one column).

SMILES	N370S GC	TDP1 block	FEN1 inhibitor
O=[N+]([O-])c1cc(NS(=O)(=O)c2ccc(Cl)nc2)ccc1Cl	-16%	1%	4%
Cc1cc(NC(=O)CSCCc2ccncc2)no1	22%	3%	18%
CCOC(=O)c1cccc(NC(=O)CCOc2ccccc2)c1	11%	8%	-4%
O=C(Oc1ccc(Br)cc1)c1cccnc1	4%	nt	3%
Cc1cnc(NC(=O)CSc2nc3ccccc3c(=O)[nH]2)s1	?	0%	-1%
COc1ccccc1OCc1cc(-c2ccccc2)no1	5%	-1%	-21%
CC(C)N(C(=O)Cn1c(-c2cccnc2)ccc(C#N)c1=O)C(C)C	-8%	nt	-2%
Cc1cc(=O)oc2cc(OCC(=O)c3ccccc3)ccc12	5%	nt	-2%
CCS(=O)(=O)N1Cc2ccccc2CC1C(=O)NC(C)C12CC3CC(CC(C3)C1)C2 (stereo not drawn)	2%	5%	-13%
Cc1ccc(S(=O)(=O)NC(=O)N2CCCC(C)(C)C2)cc1	-3%	2%	3%
CC[C@H](C)[C@H](NC(=O)[C@H](CC(N)=O)NC(=O)[C@H](CCCCN)NC(=O)[C@H](Cc1ccccc1)NC(=O)[C@H](Cc1ccccc1)NC(=O)[C@H](Cc1cnc[nH]1)NC(=O)[C@@H](N)C(C)C)C(=O)N[C@H](C(=O)N[C@H](C(=O)N1CCC[C@H]1C(=O)N[C@@H](CCCN=C(N)N)C(=O)N[C@H](C(=O)N1CCC[C@H]1C(=O)O)[C@@H](C)O)[C@@H](C)O)C(C)C	0%	12%	nt
CN(CC(=O)NCc1ccccc1F)S(=O)(=O)c1ccc(Cl)cc1	-9%	nt	11%
CCN(CC)Cc1csc(C(N)=O)c1	0%	7%	-13%
Cc1nn(CC(=O)Nc2ccc3c(c2)CCC3)c(C)c1[N+](=O)[O-]	nt	0%	0%
O=C(O)C1CC=CCC1C(=O)NCCCCc1ccccc1 (stereo not drawn)	-8%	-5%	12%
O=[N+]([O-])c1ccc(-n2nnnc2-c2ccccc2)c([N+](=O)[O-])c1	5%	5%	-11%
CC(=O)Nc1ccc(OCC(O)CN2CCN(c3ccc(F)cc3)CC2)cc1 (stereo not drawn)	-8%	nt	0%
COc1ccc(C(C)(C)C)cc1NC(=O)CCCN1C(=O)NC(C)(C)C1=O	nt	0%	4%
CCCC(NS(=O)(=O)c1ccc(Br)cc1)C(=O)O (stereo not drawn)	1%	2%	-3%
COc1ccc(-c2csc(-c3nc(-c4ccc(Br)s4)cs3)n2)cc1F	nt	-4%	18%
O=C(COC(=O)c1ccc(F)cc1Cl)NC(=O)NC1CCCC1	nt	1%	11%
CCOC(=O)CN(C)C(=O)CCc1nnc(-c2ccsc2)o1	-26%	11%	3%
NNC(=S)NC1CCCCC1	4%	-5%	-2%
Cc1ccc(NC(=O)C(=O)NCc2ccc(/C=N/NC(=O)c3c(C)nc4cc(C)ccn34)o2)cc1	7%	-2%	nt
CCCCc1ncc(CN2CCC(CC3CCCCO3)(C(=O)OCC)CC2)[nH]1 (stereo not drawn)	26%	-1%	-6%
CCc1noc(C)c1C(=O)Nc1ccc(-c2nnc3n2CCCCC3)cc1	5%	nt	-1%
Cc1ccc(C)c(NC(=O)/C(C#N)=C/c2ccc(Sc3nncn3C)c([N+](=O)[O-])c2)c1	2%	-1%	nt
Cc1ccc(S(=O)(=O)N(C)C)cc1NC(=O)CSc1ncc(C(F)(F)F)cc1Cl	6%	2%	-22%
Nc1c(N2CCOCC2)cc(Cl)c2nonc12	-15%[2.35 µM]	3%	-2%
Cc1ccc(C(=O)C2=C(O)C(=O)N(CCCN(C)C)C23C(=O)N(C)c2ccccc23)o1 (stereo not drawn)	-7%	0%	10%
CN(C)/C=C/C(=O)c1ncc(C(F)(F)F)cc1Cl	11%	9%	6%
Cc1ccc(CNC(=O)C2CCCN2S(=O)(=O)c2ccc(F)cc2)cc1 (stereo not drawn)	-9%	3%	8%
O=C1C=C(c2cccc(Cl)c2O)C[C@@H](c2ccc3c(c2)OCO3)C1	nt	4%	-2%
Cc1cc(C)cc(NC(=O)C[n+]2ccccc2)c1	4%	4%	-4%
N/C(=N\OC(=O)CCCOc1ccccc1)c1ccc(Br)cc1	-8%	-8%	-18%
Cc1ccccc1OCC(=O)OC1CCN(C)CC1	21%	4%	-4%
CCc1cnc2c(c1SCC(=O)Nc1cc(Cl)ccc1OC)c(=O)n(C)c(=O)n2C	nt	0%	-10%
COc1cccc(C(=O)c2cn(CC(=O)NCc3ccccc3Cl)c3nc(C)ccc3c2=O)c1	nt	0%	?
CC(=O)c1ccc(N2CCN(CN3C(=O)CC4(CCCC4)C3=O)CC2)c(F)c1	-11%	nt	-8%
COc1ccc(NC(=O)c2cc(Cl)ccc2Cl)c([N+](=O)[O-])c1	14%	2%	4%

In another format: results already given.
NNC(=S)NC1CCCCC1
  N370S GC: 4% | TDP1 block: -5% | FEN1 inhibitor: -2%
Cc1ccc(NC(=O)C(=O)NCc2ccc(/C=N/NC(=O)c3c(C)nc4cc(C)ccn34)o2)cc1
  N370S GC: 7% | TDP1 block: -2% | FEN1 inhibitor: nt

Carrying on:
SMILES	N370S GC	TDP1 block	FEN1 inhibitor
CN(C)C(=O)COC(=O)c1ccc(S(=O)(=O)NCc2ccco2)cc1	-2%	nt	16%
N#Cc1ccccc1NC(=O)CNc1ccc(Cl)c(C(F)(F)F)c1	8%	-3%	0%
COc1cccc(C(=O)O/N=C(\N)c2ccncc2)c1	-3%	3%	10%
COC(=O)c1cc(NC(=O)CC2C(=O)NCCN2C(=O)c2ccccc2)cc(C(=O)OC)c1 (stereo not drawn)	0%	5%	10%
O=[N+]([O-])c1ccc(C2=Nn3cnnc3SC2)cc1	-9%	5%	1%
COc1ccc(C(=O)NCCCN(C)CCCNC(=O)c2ccc(OC)cc2)cc1	4%	nt	15%
COc1ccccc1NCc1nnc(SCC(=O)N/N=C/c2ccco2)n1-c1ccc(Cl)cc1Cl	8%	5%	12%
O=C1NCCC/C1=N/Nc1ccc(F)cc1	6%	-3%	3%
C=CCNC(=O)/C(C#N)=C/c1c(N2CC(C)OC(C)C2)nc2ccccn2c1=O (stereo not drawn)	7%	8%	-1%
Cc1cccc(NC(=O)c2sc3nc(N)c(C#N)cc3c2N)c1	-8%	1%	-3%
COc1ccc(C(=O)c2ccccc2)cc1	10%	-2%	-13%
C=C(C)C1CC=C(C)/C(=N/NC(=O)CCC(=O)Nc2ccccc2Cl)C1 (stereo not drawn)	-6%	0%	19%
Cc1ccccc1-n1nc2c(c1NC(=O)CC(C)C)CS(=O)C2 (stereo not drawn)	-14%	0%	1%
COc1cc2c(cc1OC)-c1cc(N3CCc4ccccc43)nc(=O)n1CC2	5%	0%	-6%
COc1cccc(NC(=S)N(Cc2ccc(C(=O)O)cc2)Cc2ccc(OC)c(OC)c2)c1	2%	-5%	7%
CCCCCCC1CCC(C(=O)NC(CCSC)C(=O)NC(C(=O)OC)C(C)C)CC1 (stereo not drawn)	4%	9%	-12%
CCCCn1nc2cc(C(=O)NCc3ccc(OC)cc3)ccc2c1OCC	-1%[12.8 µM]	6%	15%
CC(CNC(=O)C1CCCN(S(=O)(=O)N2CCOCC2)C1)c1ccccc1 (stereo not drawn)	-27%	1%	-14%
CC(NS(=O)(=O)c1ccc2c(c1)CCN2C(=O)CCCC(=O)O)c1ccccc1 (stereo not drawn)	nt	0%	3%
Cc1ccc(C2Nc3ccccc3-n3c(-c4ccccc4)c4c(=O)n(C)c(=O)n(C)c4c32)cc1 (stereo not drawn)	nt	14%	-11%
Cc1ccc([N+](=O)[O-])cc1Nc1nc(N2CCCC2)nc(N2CCCC2)n1	-8%	nt	6%
COc1cccc2cc(-c3nc(-c4ccccc4F)no3)c(=O)oc12	nt	3%	1%
CCNC(=S)N/N=C/c1sc(N2CCCCC2)nc1-c1cccs1	12%	-5%	-10%
O=C(NC(CC1CCCCC1)C(=O)O)c1ccccc1 (stereo not drawn)	nt	2%	15%
NC(N)=NC(=O)c1nc(Cl)c(N2CCCCCC2)nc1N	-8%&-6%&-16%	16%[56.1 µM]	?
COc1ccc(CNC(=O)CN(Cc2ccc(Cl)cc2)S(=O)(=O)c2ccccc2)cc1	13%	-1%	-1%
CCS(=O)(=O)N1CCC(C(=O)NCCc2ccc(C)cc2)CC1	16%	-2%	-87%
CC(C)NC(=O)N1CCOCCOCCN(C(=O)NC(C)C)CCOCCOCC1	-6%	0%	0%
O=C(O)c1cccc(Nc2c([N+](=O)[O-])c(=O)oc3ccccc23)c1	17%	0%	19%
NC(N)=N/N=C/c1ccc(OCc2ccccc2Cl)cc1	22µM*	7%	-9%
Oc1ccc(/C=C/c2cnccn2)cc1	-17%	-5%	-7%
Cc1ccc(S(=O)(=O)NC2c3cccc4cccc(c34)C2Sc2ncccn2)cc1 (stereo not drawn)	-1%	8%	-12%
COC(=O)c1ccc(CSc2nnnn2-c2ccc(C)cc2C)o1	3%	4%	-6%
CN1CCN(S(=O)(=O)c2cc(C(F)(F)F)ccc2Cl)CC1	1%	5%	2%
COc1ccc(-n2c(CNC(=O)c3cccs3)n[nH]c2=S)cc1	1%	0%	1%
O=S(=O)(NCCCc1ccccc1)c1ccc(Cl)cc1	-14%	-2%	-12%
Cc1oc2ncn(C)c(=O)c2c1C(=O)NC(C)c1ccccc1 (stereo not drawn)	nt	3%	12%
CCOc1ccc(NC(=O)CC2C(=O)N(c3ccc(F)cc3)C(=O)N2CCc2sccc2C)cc1 (stereo not drawn)	nt	1%	-15%
CC(C)CNC(=S)Nc1ccc(Oc2ccccc2)cc1	?	-8%	-9%
CCOc1ccc(Cl)cc1S(=O)(=O)N1CCN(c2ccc(C)c(C)c2)CC1	2%	4%	-5%

Three structures already listed, arranged by number of heavy atoms, descending.
SMILES	N370S GC	TDP1 block	FEN1 inhibitor
COC(=O)c1ccc(CSc2nnnn2-c2ccc(C)cc2C)o1	3%	4%	-6%
COc1ccc(-n2c(CNC(=O)c3cccs3)n[nH]c2=S)cc1	1%	0%	1%
Oc1ccc(/C=C/c2cnccn2)cc1	-17%	-5%	-7%

Exported as a markdown table: entries from further up
| canonical_smiles | N370S GC | TDP1 block | FEN1 inhibitor |
| --- | --- | --- | --- |
| CC(C)NC(=O)N1CCOCCOCCN(C(=O)NC(C)C)CCOCCOCC1 | -6% | 0% | 0% |
| O=S(=O)(NCCCc1ccccc1)c1ccc(Cl)cc1 | -14% | -2% | -12% |
| CC(C)CNC(=S)Nc1ccc(Oc2ccccc2)cc1 | ? | -8% | -9% |

(listing goes on)
SMILES	N370S GC	TDP1 block	FEN1 inhibitor
COc1cc(C(=S)N2CCOCC2)ccc1OC(=O)c1ccc([N+](=O)[O-])cc1[N+](=O)[O-]	-13%	nt	-7%
COCCN(C(=S)Nc1c(C)cccc1C)C(C)c1ccco1 (stereo not drawn)	-1%	2%	17%
CC(C)NCC(O)COC1C2CC3CC(C2)CC1C3 (stereo not drawn)	1%	6%	-9%
O=C(c1ccc(NS(=O)(=O)c2ccc(Cl)c(Cl)c2)cc1)N1CCOCC1	-19%	-3%	13%
COc1ccc(-c2nc(CN3CCN(Cc4cccc(F)c4)CC3)c(C)o2)cc1	-10%	nt	-11%
COc1cc(OC)cc(C(=O)NCC(=O)OCC(=O)NC(C)CCc2ccccc2)c1 (stereo not drawn)	nt	1%	13%
CCN(C(=O)COC(=O)CCc1c[nH]c2ccccc12)c1c(N)n(Cc2ccccc2)c(=O)[nH]c1=O	-3%	nt	5%
COC(=O)c1cc(-c2ccc(Br)cc2)n[nH]1	5%	5%	-3%
CCCN(CCC)CCCNc1ccc2nnc(-c3ccc(F)cc3)n2n1	-9%	-2%	-6%
O=C(NC1CCCc2ccccc21)c1ccc2c(c1)OCO2 (stereo not drawn)	-3%	8%	-4%
CCCN(CCC)c1nc(-c2ccccc2F)nc2ccccc12	nt	-6%[12.3 µM]	10%
CSc1ccccc1C(=O)N1CCCC(CCC(=O)NCc2ccc(F)c(F)c2)C1 (stereo not drawn)	1%	5%	18%
O=c1c2cnn(-c3ccc(F)cc3)c2ncn1Cc1cccnc1	-3%	-2%	-4%
Cc1ccc(-c2c(C(=O)N/N=C/c3ccco3)nnn2-c2nonc2N)cc1	-9%	9%	13%
CCn1c(=O)c(C(=O)CN2c3ccccc3CC2C)c(N)n(Cc2ccccc2)c1=O (stereo not drawn)	0%	8%	-26%
COc1ccc(C2=C(C)C(N3CCC(C(=O)Nc4ccc(F)cc4C)CC3)=NS2(=O)=O)cc1	nt	5%	9%
CC1CCCN(C(=O)NC(=O)c2ccc(Cl)cc2)C1 (stereo not drawn)	0%	5%	-5%
CCCC(=O)Nc1ccc(C(=O)Nc2cccc(OC)c2)cc1	7%	0%	-17%
CCn1c(SC)nnc1-c1sc2cc(Cl)ccc2c1Cl	12%	7%	-12%
COc1ccccc1NC(=O)C1CCN(S(=O)(=O)c2cn(C)cn2)CC1	nt	6%	-4%

Entries listed above that bear a hit mark in N370S GC:
smiles	N370S GC	TDP1 block
NC(N)=N/N=C/c1ccc(OCc2ccccc2Cl)cc1	22µM*	7%
